# Source: PubChem (several laboratories)
# CSM14.1 death rescue – rescue of cells from ER stress-induced death, primary screen, 384-well, CSM14.1, thapsigargin, ATP luminescence (AID 1222); CSM14.1 thapsigargin-induced death rescue, ATP luminescence; higher % means a stronger effect; cellular ATP content (survival), % at 20 µM, or EC50 in µM where a hit was titrated; 190,000 tested, under 10 active;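 active = EC50 below 50 µM in the dose-response confirmation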;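 also: death triggered by thapsigargin at about 15 µM added after 2 h compound pretreatment; cell ATP read after overnight thapsigargin exposure of roughly 18 to 22 hours; normalized against plate controls of thapsigargin alone and 5% DMSO vehicle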
# Dynein transport – inhibitors of GR-EGFP nuclear translocation, primary screen, dynein cargo transport inhibitor project, imaging, high-content, 3617.4 mouse cells | test concentration mostly 20 µM; stimulated with dexamethasone, 1 µM; hits give low values | z-score, hits read low | 220,000 compounds, 0.47% hits;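 active = plate z-score of nuclear minus cytoplasmic receptor signal below a set negative limit, without overly bright fluorescence or cell loss, cut at about -3.5 in these data, passing the limit was not always enough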;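 also: z-score of nuclear minus cytoplasmic ring GR-EGFP intensity difference per well; some compounds called inactive have numbers as strong as hits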
#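 medium = tetracycline-free induction medium containing charcoal-stripped FBS | probe or stimulus = dexamethasone, 1.0 µM final | timing = 48 h induction, then 1 h compound, then 30 min agonist, 37 °C | detection = automated 10x imaging of fixed Hoechst-stained cells | read-out basis = nuclear versus cytoplasmic GR-EGFP signal, averaged per well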
# MT stabilizer – microtubule stabilizers in HeLa cells, primary screen, imaging, high-content imaging | HeLa tubulin immunostaining HCS, 24 h; share of cells brighter than vehicle mean+2SD | % tubulin-high responders, % at 10 µM | 200,000 compounds, 0.83% hits | AID 2205, 2009;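 active = plate Z-score above 3 for both tubulin-high and condensed-nucleus cell shares, with cell loss under 80%, at 10 µM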;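 also: anti alpha tubulin signal scored within the nucleus-defined area of each cell; some results filed as inactive read as strong as hits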
# M17LAP inhibition – P. falciparum M17LAP inhibitors, primary screen, biochemical, fluorogenic H-Leu-NHMec substrate, 1536-well (AID 1619). Leucine aminopeptidase (Plasmodium falciparum (isolate 3D7)). recombinant M17LAP, H-Leu-NHMec fluorogenic kinetic assay; higher % means a stronger effect. inhibition, % at 30 µM; hits with a dose series show IC50 in µM. 220,000 compounds, 0.38% hits;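 active = compound inhibiting the enzyme by more than half at any dose during confirmatory dose-response retesting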;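 also: plate controls were full reaction with DMSO carrier for no effect and no enzyme background for full effect; strong numbers were not always called active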
# Hep lipid drop – inhibitors of hepatocyte lipid droplet formation, primary screen, imaging, high-throughput imaging, BODIPY stain; inhibition, % at 6.5 µM; AID 1656, 2009; AML12 mouse hepatocytes, oleate lipid droplets; 240,000 compounds, 0.4% hits;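 active = lipid droplet intensity inhibited by at least 50%, with more than 500 cells counted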
#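 material = mouse AML12 hepatocyte cell line, fixed after treatment | also added = 100 µM oleic acid challenge | doses = compound at 6.5 µM only | schedule = overnight exposure | technique = Image-based BODIPY and DAPI two-channel analysis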
# Autophagy mod – autophagy modulators in MEF cells, primary screen, imaging, high-content, MEF GFP-LC3. MEF GFP-LC3 puncta imaging; test concentration mostly 10 µM. calls only at 10 µM (by protocol). 190,000 compounds, 0.98% hits. AID 463193, 2010;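 active = percentage of spot-positive cells more than 3 SD above its plate mean, without a fluorescence outlier flag or 80% toxicity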;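 also: spot-positive cell cutoff set from DMSO-treated cells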
# Ins promoter up – insulin promoter activators in MIN6 cells, imaging, high-content screening, mouse beta cells | MIN6 insulin promoter-GFP reporter; hits give high values | z-score at 5 µM | 190,000 compounds, 0.3% hits;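 active = z-score above 3 at 5 µM with at least 500 cells counted in the well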
# Yfh1-depleted yeast – enhancers of respiration in Yfh1-depleted yeast, dose response, Friedreich's ataxia, plus single-dose screen (AID 1465); S. cerevisiae Yfh1-off respiration, WST-1 reduction, 72 h; higher fold induction means a stronger effect; one-dose fold induction at 50 µM; EC50 in µM for titrated hits; 220,000 compounds, 0.074% hits;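 active = fold induction of absorbance versus untreated yeast above a set limit, then at least 30% activation at any dose in follow-up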;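 also: activators that raise dye reduction in frataxin-depleted yeast; strong numbers were not always called active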
# M1AAP inhibition – P. falciparum M1AAP inhibitors, biochemical, fluorogenic H-Leu-NHMec substrate, 1536-well (AID 1445); recombinant M1AAP, H-Leu-NHMec fluorogenic kinetic assay; higher % means a stronger effect; inhibition, % at 30 µM; hits with a dose series show IC50 in µM; 220,000 compounds, 0.42% hits;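 active = primary inhibition above the hit cutoff, then over 50% inhibition at one or more dose response concentrations, cut at about 23% in these data, passing the limit was not always enough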;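 also: plate controls were DMSO full reaction for no effect and no enzyme background for full effect; strong numbers were not always called active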
# Dynein transport cytoplasmic EGFP – also measured in Dynein transport; calls as there; z-score; measured here: cytoplasmic GR-EGFP intensity; hits give high values
# Dynein transport nuclear GR-EGFP – recorded beside Dynein transport, whose call it bears; z-score; measured here: nuclear GR-EGFP intensity;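 lower value marks the stronger effect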
# Dynein transport cell count – second read-out of Dynein transport, no call of its own (marks repeat the call); z-score; measured here: cell count per field
# Ins promoter up cell count – further read-out of Ins promoter up, marked with its call; cell count; measured here: cytotoxicity, nuclei count;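 total cells summed across four imaged fields per well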
# Hep lipid drop cells 6.5 µM – further read-out of Hep lipid drop, marked with its call; cell count; measured here: cell count, cytotoxicity flag;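 cells counted across two imaged fields per well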
# MT stabilizer Hoechst-high % – also measured in MT stabilizer; calls as there; % Hoechst-high responders; measured here: nuclear condensation Hoechst responders;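 share of cells brighter than vehicle mean plus two SD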
# MT stabilizer cytotoxicity % – further read-out of MT stabilizer, marked with its call; toxicity, %; measured here: cytotoxicity by cell density;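 0% = mean cell density of plate MIN control wells and 100% = no cells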
# Autophagy mod cell loss 18 h – second read-out of Autophagy mod, no call of its own (marks repeat the call); toxicity, %; measured here: cell loss, nuclei count;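 cell loss after 18 h compound exposure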
# * hit, by the source's call; i = inactive; . = no result given; + = active, no number; & = joins results of further samples.
SMILES,CSM14.1 death rescue,Dynein transport,Dynein transport cytoplasmic EGFP,Dynein transport nuclear GR-EGFP,Dynein transport cell count,MT stabilizer,MT stabilizer Hoechst-high %,MT stabilizer cytotoxicity %,M17LAP inhibition,Hep lipid drop,Hep lipid drop cells 6.5 µM,Autophagy mod,Autophagy mod cell loss 18 h,Ins promoter up,Ins promoter up cell count,Yfh1-depleted yeast,M1AAP inhibition
CCOC(=O)CNC(=O)CSc1nccn1Cc1ccco1,-1.6%,-1.18,-0.335,0.0537,0.703,5.1,1.3,4.8,-4.0%,48.2,746,i,10.8,0.18,1581,i,-0.9%
COc1ccc(OC)c(NC2=C(Cl)C(=O)N(Cc3ccccc3)C2=O)c1,-1.2%,-0.541,-0.0742,0.0419,-0.316,4.1,4.0,0.5,2.5%,-17.1,654,i,8.4,-0.58,1415,i,-1.3%
Cc1ccc2nc3c(cc(C(=O)NC4CCCC4)c(=N)n3CCCn3ccnc3)c(=O)n2c1,-1.2%,0.263,0.0237,0.281,-1.6,2.2,2.3,2.5,14.8%,-1.1,734,i,-13.7,-0.32,1130,i,21.8%
OCCNc1nc(Nc2ccc(O)cc2)nc2ccccc12,.,-0.937,-0.79,-0.735,0.317,.,.,.,8.2%,-8.6,674,.,.,-0.49,1065,i,3.3%
CCOc1cc(S(=O)(=O)N(CC)CC)ccc1F,-3.1%,0.224,-0.254,0.164,0.951,3.7,3.4,9.8,-5.2%,-15.1,809,i,-0.8,0.43,941,i,1.5%
O=C(Nc1ccc(Oc2ccc(S(=O)(=O)N3CCOCC3)cn2)cc1)c1ccco1,.,-0.731,-0.129,-0.275,0.946,2.0,2.0,7.1,7.9%,.,.,i,-0.9,.,.,i,-0.6%
CC(=O)N1CCC(C(=O)c2ccc(Cl)cc2)CC1,-0.4%,-0.0239,-0.415,0.278,0.508,0.9,1.5,5.3,-3.0%,0.1,796,i,1.0,-0.15,983,i,4.2%
CCCCN(CC)S(=O)(=O)c1ccc(C(=O)N(CCCN(C)C)c2nc3cc(C)cc(C)c3s2)cc1,-1.7%,2.9,-0.00991,1.19,-2.13,33.4,1.2,40.7,-4.0%,3.8,659,+,1.4*,-3.82,841,i,1.8%
COc1ccc(CCNC(=O)CN(c2cccc([N+](=O)[O-])c2)S(C)(=O)=O)cc1OC,0.8%,2.58,-0.0517,1.26,-1.89,2.2,1.5,8.7,2.7%,-0.9,644,i,-11.0,.,.,i,6.3%
CSc1ccccc1NC(=O)COC(=O)c1ccc(O)cc1,0.1%,-0.248,-0.277,-0.00758,0.16,1.7,1.3,2.5,-0.5%,-8.8,760,i,-33.3,0.5,1260,i,-0.9%
Cc1cc(C)c2c(N)c(C(=O)c3ccccc3Cl)sc2n1,.,1.14,-0.197,0.366,-0.248,.,.,.,-0.6%,-4.6,708,.,.,-1.91,1462,i,3.7%
CCCC(=O)NNC(=O)CC(=O)Nc1ccccc1C(=O)O,.,0.234,-0.218,0.506,-0.32,.,.,.,1.4%,1.9,756,.,.,-0.16,1061,i,3.5%
CCOC(=O)c1ccc(NC(=O)Oc2cc(C)c(Cl)cc2C(C)C)cc1,.,-0.495,-0.829,-0.0914,0.524,.,.,.,6.8%,-7.1,679,.,.,-0.1,983,i,3.7%
CC(=O)OC(C(=O)NC1CCCCC1)c1ccccc1 (centres undefined),-0.8%,-0.021,0.391,-0.0992,0.135,1.6,1.2,0.7,-1.8%,.,.,i,1.8,0.52,1306,i,3.2%
O=C(COc1ccc2c(c1)OCO2)Nc1ccc2c(c1)oc1ccccc12,2.3%,0.82,-0.257,0.184,-0.223,3.9,2.1,2.8,-7.0%,4.7,722,i,-3.4,1.48,1365,i,9.9%
CCNc1nc(NCC)n2c(SCC(=O)Nc3ccccc3[N+](=O)[O-])nnc2n1,-6.1%,-0.142,-0.306,-0.219,-0.0688,1.2,2.1,8.3,-9.6%,12.8,695,i,-1.0,0.38,1440,i,7.1%
COc1cc(OC)cc(OCC(O)Cn2cnc3cc(C)c(C)cc32)c1 (centres undefined),-0.3%,0.0218,-0.19,0.197,0.163,1.9,4.8,6.6,1.4%,.,.,i,4.4,0.77,886,i,6.2%
O=C(c1cnn(C(=O)c2cccc(S(=O)(=O)N3CCOCC3)c2)c1)c1cc(Cl)cc(Cl)c1O,.,-1.78,-0.14,-0.863,1.56,.,.,.,-2.8%,-4.9,689,.,.,0.01,1459,i,5.8%
Cc1ccc(N=Nc2cc(C)ccc2N)cc1,.,-1.1,-0.256,-0.502,1.72,.,.,.,18.7%,22.7,727,.,.,0.35,1071,i,5.7%
CCNC(=O)C1CC(=O)N(c2ccc(OCC)cc2)C1 (centres undefined),-2.1%,-0.7,-0.231,-0.178,2.44,4.2,3.1,8.2,6.2%,.,.,i,-3.6,.,.,i,3.5%
Clc1ccc2nnc(Cl)n2n1,2.4%,-0.823,0.158,-0.213,0.634,2.1,1.7,4.6,9.9%,-5.2,689,i,-12.1,-0.25,1055,i,2.5%
COC(=O)c1ccc(C(=O)OC)c(NC(=S)N2CCC(C(N)=O)CC2)c1,-1.0%,-0.389,-0.295,0.122,-0.148,3.0,2.6,6.7,3.6%,-0.9,691,i,5.1,0.14,1451,i,1.9%
CC(C)Sc1nc2c([nH]1)c(=N)ncn2Cc1ccccc1,-0.1%,-0.0357,-0.237,-0.147,0.861,2.0,1.9,4.2,-4.1%,-1.0,665,i,23.3,.,.,i,5.5%
CCN(CC)CCN(C(=O)c1ccc(Br)s1)c1nc2cc3c(cc2s1)OCCO3,0.7%,-0.292,-0.3,-0.185,0.849,3.6,1.3,5.6,3.0%,11.4,698,i,13.1,-0.31,1262,i,3.3%
O=C(O)c1ccccc1-c1ccccc1C(=O)Nc1ccc(-c2nc3cc(Cl)ccc3o2)cc1,.,0.213,-0.14,0.0307,-0.562,.,.,.,32.9%,3.8,696,.,.,-0.17,1088,i,32.6µM*
O=C(CSc1nnc2ccccn12)NNC(=O)c1ccccc1,-0.9%,1.04,-0.132,1.36,-1.49,3.7,0.9,5.2,11.7%,-4.4,671,i,-3.8,0.28,1295,i,2.7%
Nc1cccc2cnccc12,-2.5%,0.332,-0.105,0.751,-1.52,4.0,2.4,6.0,4.9%,.,.,i,-4.5,-0.61,1579,i,3.7%
CC1(C)S[C@@H]2[C@H](NC(=O)Cc3ccccc3)C(=O)N2[C@H]1C(=O)O,-1.7%,-0.5,-0.21,0.263,0.629,2.3,2.6,8.0,41.3%,0.6&-20.5,708&813,i,23.0,.,.,i,17.3%
CCCCc1n[nH]c(=S)n1Cc1ccc(Cl)cc1,-16.0%,0.455,-0.183,0.165,0.139,2.6,2.3,4.0,-5.1%,23.2,683,i,-9.4,-1.42,1353,i,3.7%
c1coc(-c2nc3ccccc3nc2-c2ccco2)c1,-0.2%,-1.17,-0.101,-0.34,0.383,2.5,2.3,9.4,17.6%,.,.,i,-14.2,.,.,i,10.3%
Cc1cc(=O)oc2cc(OC(=O)CCN3C(=O)c4ccccc4C3=O)ccc12,-1.0%,0.0736,-0.0548,0.783,0.152,3.8,2.6,8.9,-247.5%,.,.,i,13.8,0.12,1182,i,5.3%
COc1cccc(NC(=O)CSc2ccccn2)c1,-1.3%,0.185,-0.319,0.162,-0.462,5.2,5.3,10.8,11.9%,.,.,i,7.8,-0.08,1158,i,2.1%
Cc1ccc(SCC(=O)NCc2ccc(F)cc2)cc1,-1.3%,-0.328,-0.264,0.142,-0.641,2.6,3.0,7.4,18.3%,-9.7,664,i,1.0,-0.4,1634,i,10.2%
COc1ccc(C2C(C(=O)OC(C)C)=C(C)N=c3s/c(=C\c4cccs4)c(=O)n32)cc1 (centres undefined),-2.2%,0.239,0.105,-0.649,0.89,2.7,2.1,9.8,-3.4%,.,.,i,-2.4,-0.28,1058,i,5.5%
CCOC(=O)/C=C/CN(C(=O)OC(C)(C)C)S(=O)(=O)N1CC=CC1,.,-1.05,-0.853,-0.467,1.01,.,.,.,2.3%,16.2,729,.,.,0.7,1089,i,3.2%
O=C(CCC(=O)Nc1ccccc1)N/N=C/c1ccccc1F,-1.0%,-1.31,-0.307,-0.553,0.221,1.3,1.7,2.1,3.0%,-2.6,803,i,-2.7,-0.56,1094,i,5.3%
Cc1ccc(C)n1-c1ccccc1N1CCCCC1,-0.2%,0.818,-0.171,0.056,0.139,3.4,2.3,7.1,5.5%,15.1,671,i,7.2,0.41,1482,i,3.2%
COc1ccccc1C(=O)Oc1ccc(N2C(=O)CCC2=O)cc1,-2.4%,-0.533,-0.242,-0.0444,-0.114,1.2,2.0,6.1,-14.3%,-3.6,685,i,3.7,-1.03,1325,.,0.9%
COc1ccc(C)cc1NC(=O)CN1CCN(c2ccc(F)cc2)CC1,-0.8%,-0.922,-0.356,-0.172,0.356,2.9,2.5,14.3,10.1%,.,.,i,-11.4,-0.44,1511,i,21.8%
CCOc1ccc(-n2c(SCC(=O)NCc3ccco3)nnc2-c2c[nH]c3ccccc23)cc1,-1.5%,-0.566,-0.26,-0.282,0.688,3.4,2.0,3.8,1.2%,-0.9,690,.,.,0.69,1852,i,11.9%
